Source: PubChem (several laboratories)
NCOA2 inhibitor = human SRC2 (NCOA2) inhibition. Q15596. inhibition, % at 9 µM. HEK293 GAL4-SRC2 luciferase reporter, luminescence. 370,000 tested, 0.17% active. AID 651957;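 active means inhibition above the mean inhibition of all tested compounds plus 3 SD, set per campaign, cut at about 52% in these data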;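 further: 0% = DMSO treated cells and 100% = cells given Gossypol at 36 µM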
Vif inh = HIV Vif inhibition; HEK293T cells, Vif self-association by quenched fluorescence, imaging, 24 h; inhibition, % at 7.49 µM; 340,000 tested, 0.35% active; in the data active means inhibition above about 50%, passing the limit was not always enough; further: some results filed as inactive read as strong as hits
NCOA3 inh = inhibits human SRC3 coactivator; Q9Y6Q9; HEK293 GAL4-SRC3 luciferase reporter, luminescence; inhibition, % at 3.6 µM; 360,000 tested, 0.17% active;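 active means inhibition above a per-campaign cutoff, the mean of all compounds plus 3 SD, cut at about 60% in these data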;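 further: 0% = DMSO-treated cells and 100% = gossypol-treated cells at 36 µM; higher means less SRC3-driven luciferase light from the GAL4 reporter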
COUP-TFII inh = blocks human COUP-TFII nuclear receptor; HEK293T NGFI-A luciferase reporter, luminescence; inhibition, % at 8.6 µM; 370,000 tested, 0.7% active; AID 686940;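 active means inhibition above a per-plate cutoff, mean inhibition of test wells between control levels plus 3 SD, cut at about 38% in these data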;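 further: cells cotransfected with COUP-TFII expression vector driving the NGFI-A reporter; 0% = median of COUP-TF2 test wells and 100% = reporter-only cells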
TLR9-MyD88 inh = blocks human TLR9 binding to MyD88; 340,000 tested, 0.21% active; inhibition, % at 4.98 µM; AID 504734; CHO BLA complementation TLR9-MyD88, CCF4 FRET ratio;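 active means inhibition above the mean over all tested compounds plus 3 SD, cut at about 21% in these data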;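 further: 0% = DMSO only wells and 100% = clavulanate BLA inhibitor control wells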
TRAIL sens C8 = caspase-8 TRAIL sensitization | NB7+C8 cells + TRAIL, ATPlite viability luminescence | inhibition (viability loss, TRAIL sensitization), % at 10 µM | 360,000 tested, 1% active;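 active means compounds causing at least 50% loss of cell viability in the single-dose screen, relative to plate controls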
TROY signal inh = blocks TROY-dependent signaling in reporter cells; Q293 LMP1-TROYcd NF-kB luciferase reporter, 4 h; inhibition, % at 10 µM; 360,000 tested, 0.98% active;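 active means compounds whose plate-normalised and pattern-corrected inhibition of the luciferase reporter signal at the single screening dose is 50% or more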
NOD2 RIPK2 PPI = NOD2-RIPK2 protein interaction inhibition; O43353; CHO BLA complementation NOD2-RIPK2, CCF4 ratio; inhibition, % at 4.98 µM; 360,000 tested, 0.38% active; in the data active means inhibition above about 21%;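 further: 0% = vehicle only and 100% = reference blocker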
Target sequence (O43353 whole entry, looked up): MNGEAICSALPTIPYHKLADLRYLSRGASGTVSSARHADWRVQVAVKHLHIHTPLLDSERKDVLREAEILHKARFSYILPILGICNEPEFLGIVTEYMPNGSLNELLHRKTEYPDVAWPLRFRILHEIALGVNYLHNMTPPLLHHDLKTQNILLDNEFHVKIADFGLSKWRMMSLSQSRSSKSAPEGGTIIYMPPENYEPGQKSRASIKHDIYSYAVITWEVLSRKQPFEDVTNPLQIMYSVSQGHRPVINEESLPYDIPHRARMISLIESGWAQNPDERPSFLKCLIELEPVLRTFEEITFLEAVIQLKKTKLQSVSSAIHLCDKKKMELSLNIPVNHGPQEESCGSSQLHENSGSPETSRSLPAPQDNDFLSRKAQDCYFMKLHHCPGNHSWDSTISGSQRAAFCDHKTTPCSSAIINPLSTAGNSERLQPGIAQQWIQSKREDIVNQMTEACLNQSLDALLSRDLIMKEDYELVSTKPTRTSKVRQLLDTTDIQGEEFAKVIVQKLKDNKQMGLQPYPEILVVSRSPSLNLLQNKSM
LMP1 NFkB inh = reduces LMP1-driven NF-kappaB luciferase signal. LMP1-induced NF-kappaB luciferase reporter cells, luminescence. inhibition, % at 12.5 µM. 350,000 tested, 0.69% active; in the data active means inhibition above about 41%;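 further: 0% = neutral control wells and 100% = reference inhibitor control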
NR5A2 inv ag = NR5A2 inverse agonism in reporter assay; HEK293T StAR-luciferase reporter, LRH-1 transfected, 24 h; 360,000 tested, 0.13% active; inhibition, % at 3.6 µM;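 active means inhibition above the mean inhibition of all tested compounds plus 3 SD, cut at about 73% in these data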;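 further: 0% = DMSO wells and 100% = reporter-only cells lacking LRH-1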
Target sequence (O00482 whole entry, looked up): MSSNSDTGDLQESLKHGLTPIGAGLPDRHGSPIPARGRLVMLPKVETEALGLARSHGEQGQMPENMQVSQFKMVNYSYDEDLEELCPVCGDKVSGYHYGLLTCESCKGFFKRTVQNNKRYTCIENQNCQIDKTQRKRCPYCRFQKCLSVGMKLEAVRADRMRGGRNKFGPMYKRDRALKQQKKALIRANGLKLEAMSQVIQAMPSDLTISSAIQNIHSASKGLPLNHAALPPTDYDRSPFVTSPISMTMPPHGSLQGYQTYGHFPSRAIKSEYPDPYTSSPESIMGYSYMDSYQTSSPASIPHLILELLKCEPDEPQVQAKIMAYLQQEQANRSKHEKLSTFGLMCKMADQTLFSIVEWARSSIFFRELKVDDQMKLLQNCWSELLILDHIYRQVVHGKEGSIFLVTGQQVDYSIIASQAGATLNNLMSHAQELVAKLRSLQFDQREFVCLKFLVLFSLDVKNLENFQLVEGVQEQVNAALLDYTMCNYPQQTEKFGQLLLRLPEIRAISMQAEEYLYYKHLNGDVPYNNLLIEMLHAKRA
NCOA1 inh = human NCOA1 inhibition; Q15788; 360,000 tested, 0.12% active; HEK293 GAL4-SRC1 luciferase reporter, luminescence; inhibition, % at 3.6 µM;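 active means inhibition above the campaign mean plus 3 SD, with each screening campaign given its own cutoff, cut at about 60% in these data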;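 further: 0% = DMSO treated cells and 100% = gossypol at 36 µM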
The depositor's hits bear a star; . = no result given. Not all compounds are listed; the hit share may differ from the screen's.

molecule	NCOA2 inhibitor	Vif inh	NCOA3 inh	COUP-TFII inh	TLR9-MyD88 inh	TRAIL sens C8	TROY signal inh	NOD2 RIPK2 PPI	LMP1 NFkB inh	NR5A2 inv ag	NCOA1 inh
CCC1Cc2c(nc(N)c3c(N)nc(N4CCOCC4)c(C#N)c23)O1 (stereo not drawn)	13	-15	22	15	-8	-15	-6	-10	2	6	-29
COc1cccc(C(=O)NC(=O)Nc2cc(C)[nH]n2)c1	-78	3	-75	-18	-3	20	-6	-5	12	-128	-95
Cc1cccc(CSC2=NCCN2C(=O)c2ccc(Br)o2)c1	-34	-7	7	17	-3	4	-2	0	7	12	13
Cc1cccc(C)c1NC(=O)COC(=O)c1ccc2[nH]c3c(c2c1)CCCC3	6	-2	-9	16	4	0	-7	-10	-8	8	-2
O=C(Nc1ccc(-c2nc3ccccc3[nH]2)cc1)C1CCCN(Cc2ccn[nH]2)C1 (stereo not drawn)	-52	11	-27	-13	-9	7	9	1	-19	-48	-14
CC(C)(C)NC(=O)CSc1nc(O)cc(=O)n1-c1ccccc1F	-10	0	12	5	-1	-3	6	-3	-7	10	-8
COc1ccccc1NC(=O)CC1S/C(=N/N=C(\C)C2CCCCC2)NC1=O (stereo not drawn)	10	3	10	7	-11	21	-11	-6	3	2	-10
CCOC(=O)c1c(C)nc(SC)c(C#N)c1-c1ccccc1	3	3	9	15	7	7	-7	-2	2	1	-1
COc1ccc(NC(=O)CS(=O)CC(=O)Nc2cc(Cl)ccc2OC)cc1 (stereo not drawn)	-8	-21	0	11	2	-14	14	0	0	22	7
CC(NCC(O)COCc1cccs1)C1CC2CCC1C2 (stereo not drawn)	-31	2	-5	-3	-10	-6	-18	-6	-9	-24	-45
Cc1cccc(NC(=O)Nc2ccc(Br)cc2)n1	-57	.	-67	-20	15	9	-49	-8	-22	-42	-50
O=C(N/C(=C\c1ccc(Cl)cc1)C(=O)N1CCCCC1)c1ccco1	17	-1	-6	7	6	-2	2	7	-10	-9	4
CCN(CC(=O)NCc1ccc(Cl)cc1)C(=O)/C=C/c1ccc(C#N)cc1	-7	-7	11	-1	3	6	-6	-1	6	20	-2
CC(Sc1nnc2ccccn12)C(=O)N1CCc2ccccc2C1 (stereo not drawn)	-40	6	-30	-6	-1	5	-59	-7	-6	-15	-33
Cc1ccc(S(=O)(=O)NC(C(=O)N2CCOCCOCCOCCOCC2)c2ccccc2)cc1 (stereo not drawn)	4	-6	12	-8	-2	-4	7	-9	3	2	-9
COc1ccc([N+](=O)[O-])c(O)c1C(C)=O	-15	0	-16	-9	-16	-5	10	-2	-4	23	-2
O=C(O)/C=C/C(=O)Nc1cc(F)ccc1F	4	-2	14	8	5	-8	-3	-10	9	9	9
NNC(=O)c1cc(C23CC4CC(CC(C4)C2)C3)nc2ccccc12	4	1	-1	-16	-13	-18	28	2	5	-2	-2
COc1ccc(/C=C2\SC(=O)N=C2N)cc1	-12	.	-1	2	4	0	-26	-11	-4	15	-5
COc1ccc(C(=O)NCCNc2ccc([N+](=O)[O-])cc2)cc1	14	1	0	-14	-3	1	9	-13	-2	6	-3
COc1ccc(NC2CC(=O)N(c3ccc(C(=O)O)cc3)C2=O)cc1 (stereo not drawn)	8	2	-12	-13	-7	-13	-27	-8	-9	1	-26
O=C(CC[C@H]1O[C@@H](n2cnc3c(NC(=O)c4ccccc4)ncnc32)[C@H](O)[C@@H]1O)NCCc1cc2ccccc2[nH]1	-3	6	27	2	.	7	5	8	.	9	0
CC(Cc1cccnc1)NC(=O)c1cc(COc2ccc(F)cc2F)on1 (stereo not drawn)	-10	-12	4	-8	-11	-1	10	-5	1	-30	16
COc1ccc2c(c1)c(C(=O)CN1CCC(C(N)=O)CC1)c(C)n2C	-24	7	3	4	-1	-7	2	-5	-3	-18	-2
O=S(=O)(NCCC1=CCCCC1)c1ccc(OC(F)(F)F)cc1	-3	6	3	16	0	6	9	7	1	2	-41
CCNc1ccc(S(=O)(=O)N(C)C)cc1NCC(=O)Nc1c(F)cccc1F	20	8	21	4	10	17	-14	8	-6	-5	-2
Cc1ccc(N2C(=O)N(Cc3ccccc3C)c3ccccc3S2(=O)=O)cc1	0	.	31	12	7	-4	16	-3	-20	8	-19
O=C(NNS(=O)(=O)c1ccc([N+](=O)[O-])cc1)c1ccncc1	-17	-4	4	-13	11	1	14	-8	4	7	-34
CCCOc1ccc(Br)cc1CSC(=N)N	26	-2	39	54*	1	27	20	-7	23	44	17
Cc1ccc(OCC(O)Cn2nc(C)cc2C)cc1 (stereo not drawn)	-22	-19	18	3	-2	5	6	-1	1	9	-3
CCOc1ccc(OCCNCc2ccc(OC(C)C(=O)N(C)C)c(OCC)c2)cc1 (stereo not drawn)	-4	.	-11	1	-10	-12	-1	-2	11	7	-21
COC(=O)CS(=O)(=O)c1ccsc1C(=O)Nc1ccc(F)c(F)c1	-12	2	0	8	-11	-19	2	-14	1	-8	-19
O=C(CN1CCN(c2ccc(F)cc2)CC1)Nc1ccc(S(=O)(=O)N2CCOCC2)cc1	4	.	2	6	1	6	2	1	8	4	-56
CCn1c(C)cc(=S)c2ccccc21	-7	.	-17	-4	1	-17	-3	1	-5	-4	-14
O=C(NCCCN1CCOCC1)c1sc2ccccc2c1Cl	-24	-2	-25	-7	-9	-5	-14	-4	-8	-34	-18
Cc1csc(SCC(=O)N(C)CC(=O)Nc2ccc(F)cc2)n1	.	-4	19	.	-1	2	6	-6	-2	0	-3
CC(=O)Nc1cc(C(=O)N2CCCC2)ccc1S(=O)(=O)c1ccc(C)cc1	1	-6	-16	-9	-2	-4	12	-17	3	7	4
CCOC(=O)C1=C(c2ccccc2)NC(N)=NC1c1ccc(OCc2ccc(Cl)cc2)c(OC)c1 (stereo not drawn)	-21	6	5	-8	-7	50	-22	-5	-5	-4	6
Cc1ccc(C(=O)C(C)OC(=O)CCN2C(=O)C3C4C=CC(C5CC45)C3C2=O)cc1 (stereo not drawn)	12	-1	11	15	-11	-15	-24	5	7	-14	-10
CCOc1ccccc1N1CCN(CC(=O)N(C)CC(=O)Nc2ccccc2CC)CC1	6	-2	13	-11	-7	-12	2	-6	-5	1	6
CCOP(=O)(OCC)c1nc(-c2ccccc2Cl)oc1N1CCOCC1	17	21	15	13	6	8	0	0	2	-8	8
Cc1ccccc1NC(=O)C1C2CCCCC21 (stereo not drawn)	-34	8	0	6	-15	5	0	1	-3	-9	-4
COc1cc(C2C(C#N)=C(N)Oc3n[nH]c(-c4ccccn4)c32)cc(OC)c1OC (stereo not drawn)	-20	-2	16	9	-9	8	-19	4	-2	9	8
CC(C)C(C)NC(=O)COc1ccc([N+](=O)[O-])cc1Cl (stereo not drawn)	4	0	3	19	-4	15	20	0	21	8	12
Cn1c(N)c(S(=O)(=O)N2CCN(c3ccccc3Cl)CC2)c(=O)n(C)c1=O	-3	-4	-2	0	-8	-2	-10	1	-2	-10	-2
O=C(N1CCCC1)C12CC3CC(CC(C3)C1)C2	-14	6	-3	-1	-9	2	-2	-10	4	14	13
CCOC(=O)c1oc2ccccc2c1CN1CC(C)OC(C)C1 (stereo not drawn)	8	-1	-10	-14	1	-8	-11	-1	-6	13	-17
O=C(Nc1cccc(F)c1)NC1CCCCC1	-75	.	-34	-7	-1	11	-39	-1	-21	-111	-27
COCCNCCCOc1ccc(Br)cc1Cl	1	3	10	-33	-13	-4	-4	-5	9	13	-14
Cc1ccc(-c2nc(N3CCOCC3)sc2C(=O)N2CCCCC2)cc1	-25	-1	19	-9	-5	-5	-3	1	-5	8	13
Nc1nc(SCC(=O)N2CCCC2)[nH]c(=O)c1NC(=O)c1cccs1	12	2	-1	-5	1	9	-4	-1	-2	17	2
COc1cc(OC)nc(NC(=S)NC(=O)c2ccccc2)n1	-6	2	17	0	-1	-3	-42	2	-4	17	2
CC(C)c1ccc(NC(=O)CSc2nc3ccccc3nc2N2CCCC2)cc1	20	-6	9	26	4	-5	14	6	-2	2	-7
O=C(Nc1ccccc1N1CCN(c2ccccc2)CC1)c1cccc(F)c1	5	-2	9	8	-12	10	9	0	1	31	24
C[C@H]1C(=O)N(c2ccccc2)[C@@H]1c1ccccc1	1	0	-2	4	-3	-17	-7	1	-7	-20	-6
COc1ccc(-c2nnc(C(C)Nc3cccc(C(=O)NC4CC4)c3)o2)cc1 (stereo not drawn)	5	24	-22	-5	0	-1	2	-7	-2	-5	0
O=C(Nc1ccc2c(c1)OCO2)c1ccc(Br)c(S(=O)(=O)N2CCCC2)c1	1	-14	2	43*	3	11	9	0	10	-20	-3
CCc1ccc(S(=O)(=O)NCCc2csc(C)n2)s1	-15	18	10	12	-2	-4	8	-11	9	0	-24
C/C=C(\C)C(=O)NCCN1C2=NC[C@@H](Cc3ccccc3)N2C[C@@H]1Cc1ccc(OC)cc1	2	10	8	-3	-5	-15	-6	-6	-2	-5	3
N/C(Cc1ccc(Cl)cc1Cl)=N\OC(=O)Cc1cccs1	-20	.	-2	-18	3	1	-62	-4	0	-14	-20

Reprinted at random: 2 records from the list, in no set order.
molecule	NCOA2 inhibitor	Vif inh	NCOA3 inh	COUP-TFII inh	TLR9-MyD88 inh	TRAIL sens C8	TROY signal inh	NOD2 RIPK2 PPI	LMP1 NFkB inh	NR5A2 inv ag	NCOA1 inh
C[C@H]1C(=O)N(c2ccccc2)[C@@H]1c1ccccc1	1	0	-2	4	-3	-17	-7	1	-7	-20	-6
O=C(Nc1cccc(F)c1)NC1CCCCC1	-75	.	-34	-7	-1	11	-39	-1	-21	-111	-27

(next part)
molecule	NCOA2 inhibitor	Vif inh	NCOA3 inh	COUP-TFII inh	TLR9-MyD88 inh	TRAIL sens C8	TROY signal inh	NOD2 RIPK2 PPI	LMP1 NFkB inh	NR5A2 inv ag	NCOA1 inh
Cc1ccc2nc(NC(=O)C3CCN(S(=O)(=O)c4cccnc4)CC3)sc2c1	15	-3	-1	26	6	3	15	-5	9	6	4
CCc1ccccc1N(CC(=O)NCC1CCCO1)C(=O)CCC(=O)Nc1nccs1 (stereo not drawn)	-14	6	3	-4	7	9	-4	-6	-3	4	2
Nc1cc(-c2ccccc2)n2c(n1)nc1ccccc12	-15	-5	10	-17	-2	-23	-13	2	2	2	-7
Cc1cccc(NC(=O)c2ccc3c(c2)CCN3S(C)(=O)=O)c1	-42	-1	-39	-28	0	10	-46	-17	-15	-94	-63
Cc1ccc2nc(-c3cccc(Br)c3)cc(C(=O)NCC3CCCO3)c2c1 (stereo not drawn)	-3	-20	-1	-23	-3	17	-12	-6	-11	8	11
CC(C)Oc1ccccc1-c1nc(SCC(=O)O)n[nH]1	2	14	15	5	-4	-11	-8	-2	-1	6	-1
Cc1ccc(Cl)cc1NC(=O)Cn1cc(C(F)(F)F)cc(Cl)c1=O	-14	10	-2	5	-13	8	0	-8	6	15	15
O=C(OCC(=O)N1CCCC1)c1ccco1	-9	3	-3	-13	-7	-9	.	-3	1	-14	-12
CCOC(=O)CNC(=O)c1ccc2c(c1)OCCO2	-30	15	-52	-37	-3	14	-43	-2	3	-50	-74
COc1cc(Cl)c(NS(=O)(=O)c2cc3[nH]c(=O)c(=O)[nH]c3cc2C)c(OC)c1	4	-6	0	12	-4	-5	-6	-16	9	-5	-17
